NR2E3 ag-1 = agonists of human nuclear receptor NR2E3; GST-NR2E3/biotin-RetCOR TR-FRET, 1536-well; 320,000 tested, 0.12% active; inhibition of corepressor binding, % at 4.78 µM; AID 2300;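 active = percent inhibition above the cutoff of mean plus 3 SD of all tested compounds, set per screening campaign, cut at about 20% in these data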;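 note: 0% = DMSO wells and 100% = biotin wells as full block of FRET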
Target sequence (Q9Y5X4 whole entry, looked up): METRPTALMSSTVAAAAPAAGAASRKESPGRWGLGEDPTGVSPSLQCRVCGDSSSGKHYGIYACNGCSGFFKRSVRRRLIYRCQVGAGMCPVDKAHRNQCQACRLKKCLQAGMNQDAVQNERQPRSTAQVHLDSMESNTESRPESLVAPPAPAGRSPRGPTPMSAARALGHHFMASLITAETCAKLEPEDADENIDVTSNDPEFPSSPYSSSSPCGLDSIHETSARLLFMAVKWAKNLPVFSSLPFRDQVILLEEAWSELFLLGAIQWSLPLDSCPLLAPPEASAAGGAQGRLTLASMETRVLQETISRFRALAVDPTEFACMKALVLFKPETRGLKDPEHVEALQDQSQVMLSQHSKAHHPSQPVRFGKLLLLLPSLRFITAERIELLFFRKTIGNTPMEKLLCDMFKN
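Test system: GST-NR2E3 and biotin-RetCOR proteins | Quantity: 1.35 nM GST-tagged NR2E3 final | Medium: Tris pH 7.5 | Also added: 7 nM biotin-RetCOR | Dosing: Compound at 4.8 µM, single dose | Timing: 5 h at 4 °C | Detection: Time-resolved FRET | Read-out basis: Percent inhibition | Benchmarks: Biotin wells as high control, 0.6% DMSO wells as low control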
TRPM1 prom inh = MITF TRPM1 promoter inhibition in SK-MEL-5 cells; SK-MEL-5 TRPM1 promoter luciferase, 24 h; inhibition, % at 12.5 µM; 330,000 tested, 0.83% active;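 active = mean inhibition across replicates of 60% or more, whatever share of single replicates reaches that level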; note: values of inactives mirror those of a sister screen read the other way
Shn3 inh set2 = inhibitors of Schnurri-3 3'UTR reporter in osteoblasts; 360,000 tested, 0.52% active; Clone20 osteoblast Shn3 3'UTR firefly luciferase, 24 h; AID 588674; inhibition, % at 12.5 µM;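 active = mean inhibition of at least 75% with every replicate also reaching 75%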;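 note: 0% = median of neutral control wells and 100% = pilot-screen positive control compound; some compounds past the cut are filed as inactive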
HIF-2a inh = blocks HIF-2a reporter activity. 786-0 RCC cells HIF-2a reporter, luciferase luminescence, overnight. inhibition, % at 18.8 µM. 360,000 tested, 0.72% active;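 active = inhibition of the luminescence signal of 40% or more relative to plate controls, in a single-dose primary screen at 18.75 µM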
NR2E3 ag-2 = human photoreceptor-specific nuclear receptor agonism; Q9Y5X4; CHO-S Gal4-NCOR/VP16-NR2E3 two-hybrid, luciferase; inhibition of corepressor binding, % at 3.98 µM; 360,000 tested, 0.35% active; AID 602229;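 active = inhibition above the mean of all tested compounds plus 3 SD, cut at about 70% in these data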;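 note: 0% = DMSO with NR2E3 transfected cells and 100% = cells lacking NR2E3 construct; higher means lower luciferase signal from less NR2E3 corepressor binding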
KKLEB cytotox = CF airway cell cytotoxicity counter-screen. KKLEB CF airway cells viability, ATPlite luminescence, overnight; hits give low values; cells stimulated with P. aeruginosa culture filtrate. 360,000 tested, 0.36% active. activity change (cytotoxicity), % at 5 µM. AID 602141;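 active = corrected activity change at or below -50% at 5 µM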
TROY NFkB inh = blocks TROY-dependent signaling in reporter cells; Q293 LMP1-TROYcd NF-kB luciferase reporter, 4 h; inhibition, % at 10 µM; 360,000 tested, 0.98% active; AID 1347056;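 active = compounds whose plate-normalised and pattern-corrected inhibition of the luciferase reporter signal at the single screening dose is 50% or more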
C8 TRAIL sens = caspase-8 TRAIL sensitization; NB7+C8 cells + TRAIL, ATPlite viability luminescence; inhibition (viability loss, TRAIL sensitization), % at 10 µM; 360,000 tested, 1% active; AID 624354;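 active = compounds causing at least 50% loss of cell viability in the single-dose screen, relative to plate controls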
Peg3 promoter = Peg3 promoter activity inhibition | 360,000 tested, 1.7% active | inhibition, % at 20 µM | HeLa PEG-Prom luciferase reporter, luminescence, overnight;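 active = inhibition of at least 50% at 20 µM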
TWEAK Fn14 block = TWEAK-Fn14 signaling inhibition; TWEAK-stimulated Fn14 reporter cells, luciferase luminescence, 8 h; inhibition, % at 10 µM; 360,000 tested, 2% active; in the data active = inhibition above about 50%
CF NFkB inh = inhibitors of cystic fibrosis induced NF-kB; KKLEB NF-kB-GFP reporter, PAF-induced, GFP fluorescence overnight; inhibition, % at 5 µM; 360,000 tested, 0.86% active; AID 588850;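 active = at least 50% inhibition at 5 µM, scaled per plate between neutral and stimulator controls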;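 note: PAF is a Pseudomonas aeruginosa culture filtrate used as stimulus; plate controls were PAF-stimulated DMSO wells for no effect and unstimulated DMSO wells for full effect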
Active calls of the source: *; · = not tested or not shown. An excerpt. The share of hits here may be higher or lower than overall.

Each structure is followed by: CF NFkB inh, C8 TRAIL sens, Shn3 inh set2, TRPM1 prom inh, NR2E3 ag-1, KKLEB cytotox, TWEAK Fn14 block, HIF-2a inh, TROY NFkB inh, NR2E3 ag-2, Peg3 promoter
- CCn1nnnc1Oc1ccc(Cl)cc1
→ -6, 2, -18, -7, 2, -1, -14, -10, 11, -19, -11
- COc1ccc(C2C(C(=O)Nc3ccccn3)=C(C)Nc3ncnn32)c(OC)c1 (configuration not stated)
→ 11, 1, -8, -3, 0, 9, 1, 13, -2, -38, 13
- CCn1c(SCC(=O)c2ccc(OC)cc2)nnc1C(C)NC(=O)c1ccc(OC)cc1 (configuration not stated)
→ -4, -1, -1, 8, -1, -2, 23, 6, 8, -8, -4
- Cc1c(OC(C)C(=O)NCc2ccncc2)ccc2c3c(c(=O)oc12)CCCC3 (configuration not stated)
→ -7, 2, 30, 9, 0, -1, -16, -9, 16, -24, 10
- CCN(CCNC(=O)C1=C(C)C(=O)OC12CCC(C)CC2)c1ccccc1 (configuration not stated)
→ 13, -9, 6, 7, -1, -4, -1, 20, 10, -9, 12
- CCCCOc1ccc(NC(=O)CSc2cccc3cccnc23)cc1
→ -25, -7, 16, 10, 5, 10, -1, -5, 13, -6, 18
- Cc1ccc(NC(=O)CN2C(=O)S/C(=C\c3cc(C)n(-c4cccc(C(=O)O)c4)c3C)C2=O)cc1
→ 6, -4, -10, -12, 5, -4, -19, 6, 2, -44, -8
- Oc1ccc(NCc2ccc(OCc3ccccc3)cc2)cc1
→ 4, 8, 11, -36, ·, 3, 2, -194, -37, -68, -207
- CN1CCN(c2nc(Nc3cccc(C(F)(F)F)c3)nc(N3CCOCC3)n2)CC1
→ 4, 4, 9, -15, 2, -6, 5, -1, -14, 0, 29
- CCOC(=O)C(C(=O)NCc1ccc(C)cc1)c1ncc(C(F)(F)F)cc1Cl (configuration not stated)
→ 7, -20, 12, -5, 3, -14, 2, 1, 6, -2, 11
- O=C(OCc1ccccc1)N1CCCC2CC1c1ccccc12 (configuration not stated)
→ -5, 18, 80, ·, ·, -5, 5, -21, 0, -22, -12
- Cc1cc(S(=O)(=O)ON2C(=O)c3ccccc3C2=O)ccc1F
→ 8, 13, -1, 43, 1, -8, -1, 34, -1, -5, 61*
- CCCCc1nc2cc(C(=O)N3CCCC(COC)C3)ccc2o1 (configuration not stated)
→ -30, 1, -71, -62, -1, -3, -5, -244, -54, -44, -217
- Fc1ccc(COc2ccccc2CNCc2ccncc2)cc1
→ 15, 8, -19, 5, -1, -17, 14, 7, 2, 9, 9
- COc1ccc([N+](=O)[O-])cc1NC(=O)C(C)OC(=O)c1ccccn1 (configuration not stated)
→ 6, 3, -18, 0, -4, 2, 3, 8, 1, -12, -5
- COc1ccc2c(c1)-c1c(ssc1=S)C(C)(C)N2S(=O)(=O)c1ccc(C)cc1
→ 35, 3, 27, 8, 0, -18, 21, 19, 21, -72, 45
- Cc1ccc(NC(=O)C(C)Sc2nnc(-c3cccnc3)o2)cc1 (configuration not stated)
→ 16, 0, 35, -23, 0, -2, -21, -28, -15, -10, -47
- O=C(COC(=O)C1=COCCO1)NCc1ccc(F)cc1
→ 6, -13, 3, -3, 2, 1, 3, 8, 3, 19, 0
- Cc1cc(C(=O)Nc2ccc(Cl)cc2)c(C)n1Cc1cccs1
→ -32, 43, -61, -79, 1, -32, 60*, -260, 51*, -74, -250
- CCC1CCC2(CC1)NC(=O)N(CC(=O)c1c(C)[nH]c3ccccc13)C2=O (configuration not stated)
→ -3, -8, 16, 3, 3, 2, 0, 14, -10, -6, 19
- CCOc1ccccc1/C=N/NC(=O)CSc1n[nH]c(=O)[nH]c1=O
→ -15, 0, -4, 3, -2, 15, 1, 3, 8, -28, 2
- CCOC(=O)c1sc(NC(=O)c2ccc(S(=O)(=O)N(C)C)cc2)nc1C
→ 3, 13, 10, 11, -3, 8, 1, -8, 22, -15, -2
- COc1ccc(NC(=O)CN(C)C(=O)CCC2CCCC2)cc1
→ 4, -4, 10, -3, ·, 7, 9, 2, -10, -12, 8
- C/C(=N\Nc1cccc2cccnc12)c1ccc(N)cc1
→ -1, 2, -44, -11, 0, 2, 50, -184, 62*, -29, -262
- CCOC(=O)c1sc2ncnc(N3CCN(C(=O)OCC)CC3)c2c1C
→ -3, 1, 5, -7, 3, 10, -10, 7, 11, 2, 10
- COc1ccc2c(c1)c1nc3ccccc3nc1n2Cc1ccc(OC(C)C)c(OC)c1
→ 7, 37, 16, -7, -4, -23, -15, 4, -1, -12, 11
- COc1ccc(OC)c(NC(=O)CNC(c2ccccc2)c2ccccc2)c1
→ 3, 7, 17, -5, 0, 13, 3, 14, 9, -12, 18
- COc1cc(/C=C2\SC(=O)N(CCNC(=O)c3sc4cc(F)ccc4c3Cl)C2=O)cc(OC)c1OC
→ 55*, 1, 15, -6, 2, -42, -15, 17, -22, -25, 7
- O=C1CC(N2CCc3ccccc32)C(=O)N1c1ccccc1 (configuration not stated)
→ 1, 18, 3, -5, -4, -3, 18, -24, -22, -29, -13
- COc1cc2c(C#N)c(N3CCN(c4ccccc4OC)CC3)nc(N)c2c(N)n1
→ 25, 21, 19, 34, 1, -26, 6, 24, -17, 10, 24
- CCn1c(P(C)(=O)O)nc2cc(NC(=O)c3ccccc3Cl)ccc21
→ 11, 5, 9, -2, 7, -1, -13, 4, 19, -18, -6
- Cc1ccccc1NC(=O)COC(=O)CCSc1ccccc1
→ -7, -4, 8, 4, 3, 6, -14, 11, -9, -10, 9
- CCOC(=O)CSc1nnc(CNC(=O)c2cccs2)n1Cc1ccccc1
→ -18, -5, -3, 0, -2, 8, 12, 10, -1, 8, 22
- CC(=O)c1ccc(NC(=O)c2ccc3c(=O)n4c(nc3c2)CCCCC4)cc1
→ -11, 16, 19, 1, 0, -5, 14, -13, 4, -2, 16
- COC(CN1CCc2c(C)nc3c(C#N)cnn3c21)OC
→ -6, -1, 13, 11, -2, 12, 35, 6, 4, -12, -5
- NS(=O)(=O)c1ccc(CCn2c(=S)[nH]c3ccccc3c2=O)cc1
→ -9, 25, -62, -6, 0, 4, 19, -6, 18, -2, -11
- C[C@@H]1CN(C2CCN(Cc3nc(C(c4ccccc4)c4ccccc4)no3)CC2)C[C@H](C)O1
→ 18, 3, 12, 11, -1, -1, 4, 0, -57, 21, 14
- Cc1[nH]n(-c2ccccc2)c(=O)c1/C=N/NC(=O)c1cccc([N+](=O)[O-])c1
→ 10, 54*, 22, 27, 6, -14, 1, -27, 9, -20, 11
- CCOc1ccc(-c2c(C(=O)N/N=C/c3ccc(C)cc3)nnn2-c2nonc2N)cc1
→ 2, -13, 8, 6, 0, -2, 11, 18, 12, -21, 5
- CC1(C(=O)Nc2ccccc2)CCN1C(=O)C1(c2ccccc2)CC1 (configuration not stated)
→ -20, -9, 7, ·, ·, 6, 10, 4, 3, -2, 5
- CCNC(=S)Nc1c(C)n(C)n(-c2ccccc2)c1=O
→ -4, 0, -3, -4, 0, 2, 3, 16, 8, -10, 9
- Cc1ccc(C(C)C)c(OCCNC(=O)c2ccccc2O)c1
→ 9, 0, -2, 4, -1, 0, 11, -3, 45, -4, 31
- O=C(COc1ccccc1CNCc1ccccc1)Nc1ccccc1
→ 8, 8, 21, -27, 1, -20, -37, -32, -13, 7, -9
- O=C(NCCc1cccc(F)c1)C1CCC(=O)N(C2CCCCCC2)C1 (configuration not stated)
→ 8, -10, -16, -8, ·, 12, -8, -31, 0, -3, -15
- CCOC(=O)Cc1csc(NC(=O)c2cccc([N+](=O)[O-])c2)n1
→ -1, -2, -5, -18, 1, -10, 16, -8, -5, -14, 1
- CCn1c(SCC(=O)N/N=C/c2cc(OC)c(O)c(OC)c2)nc2ccccc21
→ 2, -13, -3, 5, -3, 3, -21, 14, 5, -1, 8
- CC(=O)NCCc1nc2cc(NC(=O)c3cccc([N+](=O)[O-])c3)ccc2n1C
→ 1, 3, -14, -49, ·, 2, 19, -95, -25, -40, -18
- Cc1ccc(CNC(=O)COC(=O)Cn2nc(C)c([N+](=O)[O-])c2C)cc1
→ 20, -11, -7, 0, 1, 0, -7, 13, -7, 9, 8
- COC(=O)[C@H]1C[C@@]2(O)CN(S(=O)(=O)c3ccc(C)cc3)C[C@@]2(OC(=O)NCc2ccco2)C[C@H]1C(=O)OC
→ 1, 2, -8, ·, ·, 7, 3, 5, 4, 5, 8
- CC(=O)OCC(=O)N1N=C(c2ccc3ccccc3c2)CC1c1ccccc1 (configuration not stated)
→ 12, -3, -5, -3, 1, 8, -2, -68, -21, -47, -16
- Cc1cccc(-n2ncc3c2CCCC3NC(=O)CN2CCOC2=O)c1C (configuration not stated)
→ 8, -3, 15, -8, -3, 17, 1, -8, 2, -3, -24
- CC1CC(C)CN(CCCNC(=O)c2ccc(N3CCCC3=O)cc2)C1 (configuration not stated)
→ -6, 3, -3, 2, 3, 2, -9, 6, -7, 1, 0
- COc1ccc(C(=O)N2CCCC2)cc1S(=O)(=O)N1CCOCC1
→ -23, 2, -49, -2, -6, 10, -14, 22, 0, -1, -1
- CC1CN(S(=O)(=O)c2cc(C(=O)N(C)Cc3cccs3)ccc2Cl)CC(C)O1 (configuration not stated)
→ -1, 1, -3, 14, ·, -10, -2, 14, 14, 4, 8
- COc1cc([N+](=O)[O-])ccc1N
→ -10, 3, 11, -15, 2, 10, 8, 6, -9, -16, 7
- Cn1cnc(S(=O)(=O)Nc2ccc(OC(F)(F)F)cc2)c1
→ 18, -5, -2, -14, 1, 0, -2, 20, -3, 4, 14
